Assay outcomes deposited in PubChem by National Center for Advancing Translational Sciences (NCATS).
VP16 counter: VP16 counterscreen qHTS for inhibitors of ROR gamma transcriptional activity; Drosophila S2 Gal4-VP16 UAS-luciferase, luminescence, 20 h; Potency, µM (top dose mostly 53.6 µM), for inactives: at the highest dose activity, negative = inhibition, hits mostly inhibitors; 310,000 tested, 3.5% active; AID 2546, 2010;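 note: Gal4-VP16 expression switched on by copper sulfate through the metallothionein promoter; % is set by controls: 0 for no effect and ±100 for the full control effect; nearly all actives have a fitted effect of over 50% in size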
p53 reactivation: qHTS assay for re-activators of p53 using a Luc reporter; Potency, µM (highest dose often 92.2 µM), inactives show top-dose activity change, positive = activation, actives largely listed as activators; 320,000 tested, 0.063% active; H1299 p53-A138V BP100-luciferase reporter, luminescence, 24 h; AID 504706, 2011; note: % of control where 0% means no effect; nearly all actives have a fitted effect of over 45% in size
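p53-null H1299 cells stably carrying temperature-sensitive p53-A138V and a BP100-luciferase reporter were pinned with compounds (4-point, 1:5 series) and held 24 hrs at 37 deg C. Luminescence was read 10 min after detection reagent.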
NPC1 promoter act: qHTS Assay for NPC1 Promoter Activators | AID 485313, 2010 | 320,000 tested, 2.4% active | Potency, µM (highest dose often 9.22 µM), for inactives: at the highest dose activation, hits mostly activators | Huh7 NPC1 promoter luciferase reporter, 24 h;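 note: % of control where 0% means no effect; nearly all actives have a fitted effect of over 60% in size; reporter is driven by a mutant NPC1 promoter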
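Luminescence from an NPC1 promoter-driven luciferase reporter in stably transfected Huh7 cells was measured after 24 h compound treatment at 37 °C, followed by 10 min ambient incubation with luciferase detection reagent.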
ELG1 genotoxic: qHTS screen for small molecules that induce genotoxicity in human embryonic kidney (HEK293T) cells expressing luciferase-tagged ELG1 | AID 504466, 2011 | HEK293T ELG1-luciferase reporter, luminescence, 16 h | Potency, µM (highest dose often 46 µM), for inactives: at the top dose activity change, positive = activation, usual class: activators | 330,000 tested, 1.3% active; note: % of control where 0% means no effect; nearly all actives have a fitted effect of over 60% in size
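Genotoxicity was scored as increased ELG1-luciferase reporter signal, measured by ONE-Glo luminescence (30 min, room temperature). Compound or vehicle exposure of the HEK293T reporter cells lasted 16 hr at 37°C.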
Rab9 promoter act: qHTS Assay for Rab9 Promoter Activators; Huh7 Rab9 promoter-luciferase reporter, luminescence, 24 h; Potency, µM (titrated, usually from 9.22 µM), for the others: at the highest dose activation, negative = inhibition, actives largely listed as activators; 320,000 tested, 2.8% active; AID 485297, 2010; note: % of control where 0% means no effect; nearly all actives have a fitted effect of over 60% in size
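Luminescence read-out: Huh7 cells stably expressing Rab9-luciferase, treated 24 h with compound at 37 °C, then lysed with luciferase reagent for 10 min at ambient before reading.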
uPA surface inh: qHTS for Inhibitors of Cell Surface uPA Generation. Potency, µM (top dose mostly 38.3 µM), without a hit: at the top dose activity change, negative = inhibition, hits mostly inhibitors. cell surface uPA generation assay, qHTS. 330,000 tested, 0.31% active; active = well fitted inhibition curve with a large enough effect; inconclusive = small, poorly fitted or top-dose-only effect; inactive = no such curve, though single readings can be large or run the other way; tested in mouse RAW 264.7 cells; note: % is set by controls: 0 for no effect and ±100 for the full control effect; nearly all actives have a fitted effect of over 55% in size
BRCA1 expr act: qHTS Assay to Identify Small Molecule Activators of BRCA1 Expression; Potency, µM (top dose mostly 46.1 µM), without a hit: at the top dose activation, actives largely listed as activators; 380,000 tested, 1.1% active; MCF7-BRCA1-FFLuc reporter, luminescence, 48 h; response scale: scaled: vehicle 0%, 10 µM genistein 100%; note: nearly all actives have a fitted effect of over 80% in size; some results filed as inactive show a strong effect at the top dose
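48 h compound treatment of MCF7-BRCA1-FFLuc cells (phenol-red free MEM, 37 °C), then 15 min with luciferase substrate and luminescence imaging.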
FLuc modulator: qHTS profiling assay for firefly luciferase inhibitor/activator using purifed enzyme and Km concentrations of substrates (counterscreen for miR-21 project) | Luciferin 4-monooxygenase (Photinus pyralis), P08659 | purified FLuc, Km substrates, luminescence inhibition | Potency, µM (titrated, usually from 57.5 µM), inactives show at the highest dose activity change, negative = inhibition, hits mostly inhibitors | 360,000 tested, 6.9% active;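 note: plate controls were vehicle for no effect and reference inhibitor for full effect; nearly all actives have a fitted effect of over 55% in size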
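Purified P. pyralis luciferase (10nM final) with 10uM D-luciferin and 10uM ATP (Km levels) in 50mM Tris acetate pH 7.5, 10mM Mg acetate, 0.01% Tween-20, 0.05% BSA; qHTS 6-point titration, ~60 µM downward; luminescence read.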
RORgamma inh: qHTS for inhibitors of ROR gamma transcriptional activity. Nuclear receptor ROR-gamma (Mus musculus), P51450. Drosophila S2 Gal4-RORgamma UAS-luciferase reporter, 20 h. 310,000 tested, 5.4% active. Potency, µM (highest dose often 53.6 µM), without a hit: at the top dose activity change, negative = inhibition, hits mostly inhibitors; note: % is set by controls: 0 for no effect and ±100 for the full control effect; nearly all actives have a fitted effect of over 60% in size
Target sequence (P51450 whole entry, looked up, the tested form may be a part): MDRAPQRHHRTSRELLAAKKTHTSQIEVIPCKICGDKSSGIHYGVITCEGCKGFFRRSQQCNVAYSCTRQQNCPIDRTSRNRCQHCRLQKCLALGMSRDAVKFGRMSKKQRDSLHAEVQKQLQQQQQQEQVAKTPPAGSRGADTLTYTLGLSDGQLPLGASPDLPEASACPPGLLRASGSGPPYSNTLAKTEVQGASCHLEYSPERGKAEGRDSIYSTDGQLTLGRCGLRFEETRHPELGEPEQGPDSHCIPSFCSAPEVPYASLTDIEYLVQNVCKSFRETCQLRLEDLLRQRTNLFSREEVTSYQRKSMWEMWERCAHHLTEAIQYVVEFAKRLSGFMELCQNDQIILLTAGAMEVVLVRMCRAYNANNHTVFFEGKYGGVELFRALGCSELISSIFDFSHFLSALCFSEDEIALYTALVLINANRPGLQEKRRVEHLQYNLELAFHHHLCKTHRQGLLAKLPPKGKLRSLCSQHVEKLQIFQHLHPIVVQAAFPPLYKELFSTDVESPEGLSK
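Stably transfected Drosophila Schneider cells are the test system, with ROR gamma fused to Gal4 and luciferase under UAS control; luminescence is read after 20 hr of 700 uM copper sulfate induction at ambient temperature.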
MBNL1-CUG inh: qHTS Assay for Inhibitors of MBNL1-poly(CUG) RNA binding; Muscleblind-like protein 1 (Homo sapiens), Q9NR56; 280,000 tested, 0.036% active; Potency, µM (series often up to 57.5 µM), for inactives: at the highest dose activity change, negative = inhibition, most hits filed as inhibitors; TR-FRET MBNL1-His/biotin-(CUG)12 binding, 665/545 ratio; active = well fitted inhibition curve with a large enough effect in the signal ratio, with a control signal flat, not every such curve was filed as active; inconclusive = small, poorly fitted or top-dose-only effect, or effect the other way, or a change in a side signal; inactive = no such curve, though single readings can be large or run the other way; the % refers to the signal ratio; note: % is set by controls: 0 for no effect and ±100 for the full control effect
Target sequence (Q9NR56 whole entry, looked up): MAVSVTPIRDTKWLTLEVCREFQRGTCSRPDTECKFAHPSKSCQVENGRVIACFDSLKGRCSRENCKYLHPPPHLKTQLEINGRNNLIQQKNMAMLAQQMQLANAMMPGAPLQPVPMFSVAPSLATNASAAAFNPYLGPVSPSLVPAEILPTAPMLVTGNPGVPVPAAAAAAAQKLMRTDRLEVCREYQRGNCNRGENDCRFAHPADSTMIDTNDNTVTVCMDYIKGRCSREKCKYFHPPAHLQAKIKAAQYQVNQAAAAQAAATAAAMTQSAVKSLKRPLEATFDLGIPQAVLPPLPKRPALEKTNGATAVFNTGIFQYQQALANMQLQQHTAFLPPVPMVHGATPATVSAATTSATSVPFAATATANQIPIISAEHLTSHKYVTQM
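TR-FRET between His-tagged MBNL1 and biotin-(CUG)12 RNA, detected with Tb anti-His antibody (0.055 ng/ul) and streptavidin-XL665 (5 nM), 60 min at room temperature. Compounds titrated 92 nM to 58 uM; 665/545 nm ratio normalized to buffer and complex controls.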
An asterisk follows results filed as active; ? = inconclusive; nt = no result given; & = joins results of further samples; [ ] = dose if it differs, or a comment. Unless noted, calls come from the whole dose curve; as a rule, active = well fitted curve in the direction sought with a large enough effect; inconclusive = small, poorly fitted or top-dose-only effect, or another doubt; inactive = no such curve, though single readings can be large; an effect the other way counts as inactive or inconclusive. Potency is the fitted concentration of half-maximal effect.

SMILES	VP16 counter	p53 reactivation	NPC1 promoter act	ELG1 genotoxic	Rab9 promoter act	uPA surface inh	BRCA1 expr act	FLuc modulator	RORgamma inh	MBNL1-CUG inh
COc1cc(/C(C)=N\NC(=O)CSc2nc3ccccc3n2C)ccc1O	-10%	1%	-8%	-3%	-2%	-10%	0%	-5%	2%	5%
O=C(O)c1ccccc1C(=O)NC1CCN(c2nccc(C(F)(F)F)n2)CC1	7%	-7%	-5%	1%	-2%	3%	11%	-1%	0%	-10%
Cc1ccc(NC(=O)CSc2nnc3ccc(-c4ccncc4)nn23)cc1	nt	-16%	3%	-15%	19%	4%	27%	-7%	nt	nt
O=C(COC(=O)[C@@H]1CCCN1S(=O)(=O)c1ccc(Cl)cc1)NC1CC1	2%	0%	3%	4%	-2%	10%	-4%	2%	-9%	-1%
COC(=O)C1=C(NC(=O)c2ccccc2C)CCS1	3%	-3%	-6%	4%	6%	13%	-20%	-9%	3%	1%
O=C(CCCN1C(=O)c2ccccc2C1=O)Nc1nncs1	-7%	16%	-8%	-1%	4%	1%	12%	-1%	-24%	2%
CCn1c(SCC(=O)c2[nH]c(C)c(C(C)=O)c2C)nnc1-c1ccncc1	0%	-7%	2%	-4%	0%	5%	-17%	-3%	0%	-5%
Cc1cc(C)n(-c2ccc(NC(=O)C3CCCCN3C(=O)c3ccoc3C)cc2)n1 (stereo not given)	5%	-6%	-7%	-2%	-5%	8%	14%	4%	22%	7%
Cc1cc(NS(=O)(=O)c2ccc(NC(=S)NC(=O)c3ccc(Cl)cc3Cl)cc2)no1	23%	nt	nt	nt	nt	-8%	-13%	-19%	23%	10%
CCOc1ccccc1N1CCN(C(=S)Nc2ccc(S(=O)(=O)Nc3ncccn3)cc2)CC1	5%	1%	1%	-4%	-1%	-3%	-14%	9%	0%	0%
COC(Cn1cc(C)c(=O)[nH]c1=O)OC	7%	-3%	0%	7%	-4%	0%	3%	-4%	1%	-2%
O=c1cc[nH]c2c1ccc1c(=O)cc[nH]c12	0%	15%	14%	-9%	3%	0%	13%	?	17%	0%
COc1ccc(NC(=S)NC(NC(=O)/C=C/c2ccccc2)C(Cl)(Cl)Cl)cc1 (stereo not given)	?	-5%	-1%	-1%	-4%	-3%	-21%	6%	?	3%
O=S1(=O)CCOC[C@H](c2ccccc2)N1Cc1cccc(Cl)c1	1%	11%	-1%	0%	0%	-1%	0%	0%	-10%	-8%
COc1ccc(C(=O)NC2CCN(CC(=O)NCc3cccc(OC)c3)CC2)cc1	-4%	-3%	3%	-1%	-4%	2%	-14%	-3%	33%	0%
O=C(O)C1=CCNCC1	4%&-2%	nt	9%[46.1 µM]	nt	7%[46.1 µM]	9%	1%	nt	-10%&2%	nt
Cc1oc2ccc(OC(=O)N3CCOCC3)cc2c1C(=O)OC(C)C	-10%	-5%	2%	-14%	-3%	-3%	-33%	1%	23%	1%
COc1cccc(C(=O)Nc2ccc(N3CCN(S(C)(=O)=O)CC3)cc2)c1	3%	6%	29%	15%	25%	-4%	40%	-18%	12%	3%
CN(Cc1ccccc1)C(=O)Cc1ccccc1	2%	nt	-2%	5%	2%	-21%	12%	-2%	11%	3%
O=C(c1ccc([N+](=O)[O-])cc1)N1CCCC1	-1%	0%	-1%	0%	1%	-15%	-5%	5%	20%	?
O=c1cc(-c2ccc(O)c(O)c2)oc2cc(O)c(C3OC(CO)C(O)C(O)C3O)c(O)c12 (stereo not given)	-8%	-3%	-3%	1%	0%	6%	3%	1%	6%	?
O=C(CSc1nnc(C2CCCCC2)n1-c1ccccc1)NCc1ccco1	15%	2%	-1%	2%	0%	-12%	-1%	1%	0%	-1%
COc1ccc(S(=O)(=O)Nc2ccc3c(c2)OCO3)cc1OC	3%	7%	1%	8%	-5%	0%	7%	-13%	?	8%
Cc1cc(C)c(NC(=O)CCCn2c(=O)oc3ccccc32)c(C)c1	nt	7%	-3%	1%	-1%	-24%	-18%	3%	nt	nt
Cc1ccc(S(=O)(=O)Oc2ccc(/C=N/NC(=O)c3nn(C)cc3Cl)cc2)cc1	-2%	-4%	4%	5%	0%	0%	9%	-13%	74%	-3%

Not a retest: five of the compounds above.
SMILES	VP16 counter	p53 reactivation	NPC1 promoter act	ELG1 genotoxic	Rab9 promoter act	uPA surface inh	BRCA1 expr act	FLuc modulator	RORgamma inh	MBNL1-CUG inh
O=c1cc(-c2ccc(O)c(O)c2)oc2cc(O)c(C3OC(CO)C(O)C(O)C3O)c(O)c12 (stereo not given)	-8%	-3%	-3%	1%	0%	6%	3%	1%	6%	?
O=C(CSc1nnc(C2CCCCC2)n1-c1ccccc1)NCc1ccco1	15%	2%	-1%	2%	0%	-12%	-1%	1%	0%	-1%
COc1ccc(S(=O)(=O)Nc2ccc3c(c2)OCO3)cc1OC	3%	7%	1%	8%	-5%	0%	7%	-13%	?	8%
Cc1cc(C)c(NC(=O)CCCn2c(=O)oc3ccccc32)c(C)c1	nt	7%	-3%	1%	-1%	-24%	-18%	3%	nt	nt
Cc1ccc(S(=O)(=O)Oc2ccc(/C=N/NC(=O)c3nn(C)cc3Cl)cc2)cc1	-2%	-4%	4%	5%	0%	0%	9%	-13%	74%	-3%

Following part:
SMILES	VP16 counter	p53 reactivation	NPC1 promoter act	ELG1 genotoxic	Rab9 promoter act	uPA surface inh	BRCA1 expr act	FLuc modulator	RORgamma inh	MBNL1-CUG inh
Fc1cc(F)cc(Nc2nc(Cl)nc(NC3CCCC3)n2)c1	nt	?	0%	-2%	-3%	5%	-32%	-17%	nt	nt
COC(=O)c1ccc(CN(c2ccc(C)cc2)S(=O)(=O)c2ccc3c(c2)OCCO3)o1	-4%	-6%	6%	0%	-3%	7%	-32%	1%	-3%	0%
CCCOC(=O)c1ccc(-n2nnnc2SCC(=O)N2CCCCC2)cc1	?	24%	-6%	-9%	-8%	-3%	-4%	-8%	42%	5%
CSc1ccc(/C=N/NC(=O)COc2ccc(Br)cc2Cl)cc1	-10%	-10%	4%	2%	0%	5%	-37%	-5%	32%	-2%
N=C(N)N1CCN(Cc2ccccc2)CC1	-1%	0%	-1%	0%	2%	nt	nt	0%	6%	13%
COc1ccc(S(=O)(=O)N(CC(=O)N/N=C/c2cccs2)c2ccc(C)cc2)cc1OC	-4%	-10%	-1%	-14%	2%	-3%	-33%	1%[2.3 µM]	18%	16%
CC(=O)c1sc(NC(=O)COc2ccc(Cl)cc2Cl)nc1C	9%	3%	?	?	?	1%	22%	?	4%	5%
Cc1ccc(S(=O)(=O)N2CCCCC2)cc1NC(=O)CCN1C(=O)C2CC=CCC2C1=O (stereo not given)	nt	1%	-2%	-2%	-5%	-14%	-9%	-1%	nt	nt
O=C(NC(Cc1ccccc1)C(=O)O)/C(=C/c1cccc([N+](=O)[O-])c1)NC(=O)c1cccc(Br)c1 (stereo not given)	5%	10%	1%	3%	14%	-2%	-12%	2%	-12%	?
CCS(=O)(=O)Nc1ccc(NC(C)=O)cc1	-5%	5%	-2%	0%	3%	-3%	0%	2%	-1%	-6%
CCOC(=O)c1cc(-c2ccc(Cl)cc2)nc2c1c(C)nn2CCC#N	3%	-6%	-2%	-2%	1%	-10%	-28%	4%	20%	21%
COc1ccc(C(=O)OCCc2sc[n+](CC(=O)c3ccccc3)c2C)cc1	14%	24%	3%	-3%	12%	-2%	-35%	0%	-35%	-8%
CCC(C(=O)NC1CCN(C)CC1)c1ccccc1 (stereo not given)	4%	26%	-3%	3%	4%	8%	-5%	-5%	-18%	1%
COc1ccc(NC(=O)CC2C(=O)N(c3ccc(F)cc3)C(=S)N2NC(=O)c2ccc(Cl)cc2)cc1 (stereo not given)	20µM*	13%	1%	-2%	0%	8%	-7%	1%	11µM*	nt
O=C(N/N=C/c1ccoc1)c1cccc([N+](=O)[O-])c1	?	29%	1%	7%	-1%	3%	-12%	1%	11µM*	?
COC(=O)c1cnc2ccccc2n1	19%	17%	-4%	-3%	2%	-1%	-33%	-10%	16%	?
CCn1cc(C(=O)Nc2ccc(OC)c(OC)c2)c2cc(OC)c(OC)cc2c1=O	6%	1%	-3%	1%	-9%	-4%	-3%	-10%	-8%	-1%

Rows are unselected, and some 13% of all compounds hit somewhere here.
